# Screens: PubChem BioAssay, National Center for Advancing Translational Sciences (NCATS)
# BLM inh: Bloom syndrome helicase (human) inhibition; P54132; recombinant BLM DNA unwinding, fluorescence dequenching; Potency, µM (doses to about 56.1 µM), for the others: at the top dose activity change, negative = inhibition, hits mostly inhibitors; actives 0.2% (n = 350,000); AID 2528;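 also: potency is read from the fitted curve at half-maximal effect; plate controls were vehicle for no effect and no enzyme for full effect; nearly all actives have a fitted effect of over 35% in size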
# Pol iota inh: blocks human DNA polymerase iota activity; Pol iota fluorescent replication assay, 10 min; Potency, µM (doses to about 115 µM), inactives show top-dose activity, negative = inhibition, most hits filed as inhibitors; actives 1% (n = 390,000); also: potency is read from the fitted curve at half-maximal effect
#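 Pol iota at 10 nM preincubated 15 min with compounds at room temperature; reaction started with fluorescent substrate, 50 nM final. Fluorescence read kinetically at 0 and 10 min; buffer-only wells as negative control.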
# APE1 inh: inhibitors of human APE1 endonuclease | actives 0.35% (n = 350,000) | recombinant APE1, TAMRA/BHQ-2 abasic DNA cleavage fluorescence | Potency, µM (highest dose often 65.8 µM), for the others: at the highest dose activity change, negative = inhibition, hits mostly inhibitors | P27695;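 also: potency is read from the fitted curve at half-maximal effect; plate controls were vehicle for no effect and reference inhibitor for full effect; nearly all actives have a fitted effect of over 55% in size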
# Target sequence (P27695 whole entry, looked up): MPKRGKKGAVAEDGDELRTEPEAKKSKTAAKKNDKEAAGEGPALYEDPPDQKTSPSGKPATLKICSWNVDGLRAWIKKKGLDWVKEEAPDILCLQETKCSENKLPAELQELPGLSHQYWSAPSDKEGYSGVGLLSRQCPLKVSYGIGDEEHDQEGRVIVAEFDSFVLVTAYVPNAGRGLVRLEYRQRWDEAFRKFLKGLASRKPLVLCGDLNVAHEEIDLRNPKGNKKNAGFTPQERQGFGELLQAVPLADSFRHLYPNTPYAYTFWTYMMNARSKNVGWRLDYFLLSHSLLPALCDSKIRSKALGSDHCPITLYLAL
#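 Compound pre-exposure to 0.75 nM APE1, 15 min at ambient temperature. Reaction initiated with 50 nM TAMRA/BHQ-2 THF substrate, read immediately in kinetic mode, 525 nm excitation, 598 nm emission.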
# POLB inh: blocks human DNA polymerase beta activity | P06746 | Pol beta primer extension/strand displacement, fluorescence kinetic | Potency, µM (titrated, usually from 114 µM), for inactives: top-dose activity change, negative = inhibition, usual class: inhibitors | actives 1.3% (n = 340,000); also: potency is read from the fitted curve at half-maximal effect; % is scaled to controls: 0 for no effect and ±100 for the full control effect
#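 Reaction started by 50 nM substrate onto compound-treated Pol beta (10 nM, 15 min preincubation, room temperature); plates read at 0 min and 10 min. Normalized concentration-effect data fitted by four-parameter Hill equation.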
# Pol eta inh: inhibitors of human DNA polymerase eta; actives 1.2% (n = 390,000); Q9Y253; AID 588591; recombinant Pol eta, fluorescent DNA replication assay; Potency, µM (doses to about 114 µM), for inactives: at the top dose activity change, negative = inhibition, most hits filed as inhibitors; also: potency is read from the fitted curve at half-maximal effect; % is scaled to controls: 0 for no effect and ±100 for the full control effect
# Target sequence (Q9Y253 whole entry, looked up): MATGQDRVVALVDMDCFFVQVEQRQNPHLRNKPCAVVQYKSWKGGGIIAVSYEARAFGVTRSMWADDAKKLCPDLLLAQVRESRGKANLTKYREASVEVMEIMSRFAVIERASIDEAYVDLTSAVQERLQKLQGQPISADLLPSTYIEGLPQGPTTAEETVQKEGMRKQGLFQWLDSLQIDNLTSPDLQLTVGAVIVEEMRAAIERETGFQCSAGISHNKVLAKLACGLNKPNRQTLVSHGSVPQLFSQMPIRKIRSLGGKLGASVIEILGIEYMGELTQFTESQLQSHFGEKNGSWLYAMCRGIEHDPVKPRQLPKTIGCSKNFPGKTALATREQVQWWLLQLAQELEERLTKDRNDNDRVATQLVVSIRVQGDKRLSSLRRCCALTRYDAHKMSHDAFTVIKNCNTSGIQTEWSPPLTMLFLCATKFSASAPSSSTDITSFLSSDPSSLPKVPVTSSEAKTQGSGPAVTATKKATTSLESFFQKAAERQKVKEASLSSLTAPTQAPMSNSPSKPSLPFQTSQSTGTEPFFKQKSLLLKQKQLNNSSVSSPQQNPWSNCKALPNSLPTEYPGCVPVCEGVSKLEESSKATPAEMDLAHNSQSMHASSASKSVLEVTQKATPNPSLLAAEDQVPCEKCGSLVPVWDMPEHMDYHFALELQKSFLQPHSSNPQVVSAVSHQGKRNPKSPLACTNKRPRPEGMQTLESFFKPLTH
#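 Fluorescent replication assay: 50 nM final substrate added after a 15 min room-temperature compound preincubation with 10 nM enzyme. Signal taken at 0 min and again at 10 min.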
# Glioma ERSR ind: induces the endoplasmic reticulum stress response in human glioma cells; U87-MG GRP78 promoter luciferase reporter, 16 h; Potency, µM, for inactives: at the top dose activation, hits mostly activators; actives 0.02% (n = 420,000); AID 602332; also: potency is read from the fitted curve at half-maximal effect; series mostly up to about 76 µM; % of control where 0% means no effect; nearly all actives have a fitted effect of over 35% in size
#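 Stably transfected U87-MG human glioma cells carrying a GRP78-based luminescent sensor were seeded at 1000 cells/well, pin-dosed with compounds and incubated 16 h. Luciferase reagent was then added, and end-point luminescence was read after 10 min at room temperature.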
# LDHA inh: LDHA (human) enzyme inhibition | P00338 | actives 0.15% (n = 480,000) | purified LDHA, NADH/diaphorase-resazurin fluorescence; stronger effect = lower value | activity change, % (values are at about 110 or 230 µM) | AID 1347041; in the data active = activity change below about -30%; inconclusive = mostly about -25% to -30%;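 also: plate controls were DMSO wells for no effect and wells without enzyme for full effect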
#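 Human LDH5 at 2 nM final in Tris HCl pH 7.4 with 0.06 mM NADH and 0.2 mM pyruvate, reacted 5 minutes at room temperature. Remaining NADH coupled via diaphorase/resazurin; resorufin fluorescence read at 0 and 20 minutes, normalized to enzyme-free and DMSO wells.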
# POLK inh: DNA polymerase kappa (human) inhibition. purified Pol kappa, fluorescent DNA synthesis assay, 10 min. Potency, µM (doses to about 107 µM), inactives show top-dose activity, negative = inhibition, hits mostly inhibitors. actives 0.53% (n = 400,000); also: potency is read from the fitted curve at half-maximal effect; % is scaled to controls: 0 for no effect and ±100 for the full control effect
#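 First, compounds were pin-transferred onto 10 nM Pol kappa. After 15 min at room temperature, substrate was added to 50 nM final. Fluorescence was then measured kinetically at 0 and 10 min.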
# Apoferritin bind: binds horse apoferritin like a general anesthetic; P02791; Potency, µM (top dose mostly 77.5 µM), without a hit: at the highest dose activity change, negative = displacement, hits mostly inhibitors; apoferritin/1-aminoanthracene competitive binding, fluorescence; actives 0.074% (n = 350,000); AID 485281; also: potency is read from the fitted curve at half-maximal effect; % is scaled to controls: 0 for no effect and ±100 for the full control effect; nearly all actives have a fitted effect of over 20% in size
#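 Read-out: endpoint 1-AMA fluorescence, excitation 380 nm and emission 535 nm, after compounds sit 10 min at room temperature with 10 uM horse-spleen apoferritin in 50% saturated 1-AMA/PBS. Values come from four-parameter Hill fits.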
# Numbers without * were called inactive; ? = inconclusive; nt = no result given; [ ] = dose if it differs, or a comment. Unless noted, calls follow the shape of the dose curve; as a rule, active = well fitted curve in the direction sought with a large enough effect; inconclusive = small, poorly fitted or top-dose-only effect, or another doubt; inactive = no such curve, though single readings can be large; an effect the other way counts as inactive or inconclusive. The list is partial; rates above refer to the full screens.
SMILES,BLM inh,Pol iota inh,APE1 inh,POLB inh,Pol eta inh,Glioma ERSR ind,LDHA inh,POLK inh,Apoferritin bind
O=C(NC1CCCCC1)c1ccc2c(=O)n(CC3CCCO3)c(=O)[nH]c2c1 (centres undefined),-3%,-1%,14%,36%,10%,-4%,-4,-5%,-9%
CCOc1cc(/C=N/NC(=O)CNc2cccc(C)c2)ccc1OC(=O)c1ccccc1,-15%,10%,20%,0%,-10%,-3%,-1,-2%,?
CCOc1ccccc1Nc1cc(C)nc2nc(C)nn12,2%,2%,1%,-8%,-13%,1%,-2,-16%,8%
Cc1c(C(=O)N2CCOCC2)oc2c1C(=O)CC(C)(C)C2,0%,-8%[58.9 µM],-1%,1%,7%,-5%,-5,2%,-10%
COc1cccc(CN2CC34CCC(CC3S2(=O)=O)O4)c1 (centres undefined),2%,3%,0%,nt,nt,-4%,nt,-26%,-2%
O=C(NNS(=O)(=O)c1ccc(F)cc1)c1ccccc1O,-1%,-15%,13%,9%,-9%,-2%,5,12%,-8%
CC1(C)Cc2c(C#N)c(NCCO)nc(-c3ccco3)c2CO1,-1%,84%[activator],4%,-2%,-6%,-4%,0,-2%,8%
Cc1ccc(S(=O)(=O)N2CCC(=O)N([C@H](COCc3ccc(C(F)(F)F)cc3)Cc3ccccc3)CC2)cc1,-9%,nt,4%[50.4 µM],nt,nt,-6%,1,?,88%[activator]
Cc1ccc(Cl)cc1N(C)C(=O)Cn1nc(Cc2cccnc2)c2ccccc2c1=O,2%,4%,nt,1%,1%,-3%,?,-21%,-11%
Cc1nc(-c2cccc(F)c2)sc1CCNC(=O)Cc1ccc(F)cc1,-4%,7%,nt,-2%,-16%,2%,2,-7%[60.1 µM],47%[activator]
Nc1nc(NCc2ccccc2)nc(-c2ccccc2)n1,-5%,-3%,-5%,9%,-5%,3%,1,1%,-11%
O=C(C1=C[C@@H](C2CC2)C[C@@H](OCCCCO)O1)N1CCOCC1,-4%,-1%,5%,19%,-9%,-3%,-3,-16%,0%
O=C(N/N=C(/c1ccccc1)c1ccncc1)c1ccc2c(c1)OCO2,6%,19%,8%,46%[activator],-12%,3%,-10,-11%,-14%
CC1CCN(c2ccc(C(=O)NCCc3ccccc3)cn2)CC1,-4%,?,0%,-21%,-5%,8%,0,-17%,?
COc1ccc([C@@H]2[C@@H]3C(=O)N(C(C)(C)C)C(=O)[C@@H]3[C@]3(Cc4ccccc4)C(=O)N(c4ccccc4)C(=O)N23)cc1,nt,8%,-6%,nt,?,0%,-8,-15%,nt

# 3 of the entries above in order of the Pol eta inh value, smallest number first:
compound,Pol eta inh
O=C(N/N=C(/c1ccccc1)c1ccncc1)c1ccc2c(c1)OCO2,-12%
CCOc1cc(/C=N/NC(=O)CNc2cccc(C)c2)ccc1OC(=O)c1ccccc1,-10%
Cc1ccc(Cl)cc1N(C)C(=O)Cn1nc(Cc2cccnc2)c2ccccc2c1=O,1%

# Continued:
SMILES,BLM inh,Pol iota inh,APE1 inh,POLB inh,Pol eta inh,Glioma ERSR ind,LDHA inh,POLK inh,Apoferritin bind
O=C(CN1CCCCCC1)Nc1ccc(Br)cc1,2%,2%[58.9 µM],1%,19%,-7%,-1%,-6,-13%,-22%
Nc1ncn(C23CC4CC(CC(C4)C2)C3)n1,-2%,4%,0%,1%,1%,-3%,-3,13%,?
Cc1ccc(C(=O)NC(=S)N(C)C2CCCCC2)cc1Br,-4%,nt,19%,-1%,nt,nt,nt,nt,-12%
O=C(NCCn1cc(SCC(=O)N2CCOCC2)c2ccccc21)c1c(F)cccc1F,2%,16%,-1%,9%,-12%,-4%,1,2%,-7%
CCOc1ccc(C(=O)N2CCN(c3cccc(C)c3C)CC2)cc1,-6%,-1%,-3%,-1%,-14%,2%,-2,-12%,?
CCCOc1ccc(-c2nonc2NC(=O)c2ccco2)cc1OCCC,-2%,-13%,nt,-14%,-8%,-1%,0,-1%,-7%
CS(=O)(=O)N(CC(=O)NCC1CCCO1)c1cccc(Cl)c1 (centres undefined),-7%,93%[activator],2%,-19%,3%,-5%,-6,-16%,?
N#Cc1c(-c2ccccc2)nc(SCC(=O)N2c3ccccc3Sc3ccccc32)[nH]c1=O,-18%,?,-9%,25µM*,40µM*,-3%,?,-14%,-13%
Cc1ccc(C(C)C)c(OCC(=O)Nc2c(C(=O)c3ccc(F)cc3)oc3ccccc23)c1,-4%,-20%,nt,-5%,-11%,2%,-8,-24%,0%
COc1ccc2c(c1)[nH]c1c(=O)n(/N=C/c3ccc(OC)c(CN4CCCC4)c3)cnc12,41%[activator],-5%,20%,9%,-28%,-1%,-1,6%,-16%
CCC(C)CCCCC(=O)N[C@@H](CCN)C(=O)N[C@H](C(=O)N[C@@H](CCN)C(=O)N[C@H]1CCNC(=O)C([C@@H](C)O)NC(=O)[C@@H](CCN)NC(=O)[C@H](CCN)NC(=O)[C@H](CC(C)C)NC(=O)[C@@H](CC(C)C)NC(=O)[C@H](CCN)NC1=O)[C@@H](C)O (some centres undefined),?,nt,nt,nt,nt,-4%,nt,?,-22%
O=C(N/N=C/c1ccncc1)C1C2CCCCCCC21 (centres undefined),0%,14%,4%,19%,-17%,-2%,4,0%,0%
C=COCCCNc1ncnc2sc(-c3ccccc3)cc12,-13%,4%,12%,-25%,-23%,2%,1,-15%,2%
CC(OC(=O)c1cccc(S(=O)(=O)N2CCCCC2)c1)C(=O)NCC1CCCCC1 (centres undefined),nt,-8%,0%,nt,-16%,-3%,-19,-5%,nt
O=C1CC(c2ccccc2)NC(=O)N1 (centres undefined),-3%,18%,-3%,4%,1%,-2%,-6,-2%,-6%
CC12C=CC(=O)C=C1CCC1C3CCC(O)(C(=O)CO)C3(C)CC3OC312 (centres undefined),2%,108%[activator],4%,1%,-3%,-3%,3,-10%,-4%
CN1CCN(C(=S)SCC(=O)N2CCCc3ccccc32)CC1,-1%,17%,2%,51%,1%,-1%,-8,-6%,?
Cc1ccnc(N2CCC(C(=O)NNC(=O)c3ccccc3)CC2)n1,-3%,32%[activator],-1%,26%,-18%,-3%,-4,-4%,-5%
CCN(CC)S(=O)(=O)c1ccc(NC(=O)c2ccc(Sc3nncn3C)c([N+](=O)[O-])c2)cc1,-4%,1%,4%,8%,-19%,-4%,0,-7%,-16%
Cc1ccc(C)c(N2CCN(C(=O)NCc3noc4ccc(C)cc34)CC2)c1,-9%,9%,nt,-1%,-19%,-6%,4,-4%,-4%
Oc1c(Br)cc(Br)cc1/C=N/c1nccs1,nt,?,-1%,nt,?,-4%,2,-11%,nt
O=C(COC(=O)/C=C/c1ccc2c(c1)OCO2)Nc1ccccc1,1%,34%[activator],9%,16%,-13%,-5%,-5,-8%,-14%
COC(=O)CC1COc2ccccc2N1C(=O)c1ccc(OC)cc1 (centres undefined),1%,63%[activator],-7%,45%[activator],-1%,-2%,-8,-27%,-9%
NC(=O)CCN1CCN(C(=O)c2ccc3nc(Cc4cccc(Cl)c4)oc3c2)CC1,-3%,0%,16%,2%,-16%,-1%,-3,-17%,-6%
Cc1nnc(SCc2cc(=O)c3ccccc3[nH]2)s1,-1%,-14%,nt,28%,-11%,-4%,-1,-3%[60.1 µM],5%
COc1cccc(C(=O)NNC(=O)CCC(=O)O)c1,-2%,18%,10%,21%,-14%,-4%,-5,1%,7%
CCc1ccccc1NC(=O)CN(C)C(=O)Cn1cc(C(F)(F)F)cc(Cl)c1=O,-2%,6%,-2%,-2%,-7%,-3%,-7,-12%,-3%
COc1cc([N+](=O)[O-])ccc1NC(=S)NCc1ccccn1,-1%,22%,-4%,18%,-21%,0%,2,-2%,2%
Cc1ccc(O)c(C(=O)c2cnc3c(c2)c(C)nn3-c2ccccc2)c1,-3%,12%,-1%,15%,-11%,-5%,-1,1%,2%
S=C(NCc1ccccc1)NCc1ccccc1,-5%,3%,-6%,-2%,-10%,-1%,-3,-5%,-14%
CCC(=O)Nc1cccc(C(=O)/C=C/c2ccccc2)c1,-4%,?,-5%,1%,?,-8%,-6,-2%,?
O=S1(=O)C=CC(c2ccccc2)C1 (centres undefined),3%,52%[activator],3%,1%,-12%,2%,-5,4%,-4%
CCN1CCc2c(OCc3ccccc3)cccc2C1=O,-7%,61%[activator],-3%,4%,-2%,-4%,-3,-10%,-12%
CCSC(=O)N=Nc1ccc(O)cc1,nt,?,nt,nt,-10%,-2%,31,-27%,nt
O=C(Nc1cc(F)ccc1F)C1CCN(C(=O)c2cnn(-c3ccccc3)c2-n2cccc2)CC1,-2%,17%,nt,2%,-20%,0%,-2,0%,-8%
CCCOc1ccc(NC(=O)CC2C(=O)N(C)C(=S)N2Cc2ccc3c(c2)OCO3)cc1 (centres undefined),-7%,0%,-6%,14%,-15%,-5%,-2,-12%,-15%
CCCOc1ccccc1NC(=O)c1ccc(N)cc1,0%,5%,1%,-24%,3%,-7%,-6,0%,-3%
CCn1cc(C(=O)N[C@@H](CCSC)C(=O)NC(C)(C)CO)c(=O)c2cc3c(cc21)OCO3,-6%,-4%,-7%,-5%,-9%,-5%,-2,-10%,0%
O=C(O)c1cn(C2CCCCC2)c2ccccc2c1=O,-2%,-2%[58.9 µM],-4%,-26%,-1%,-3%,9,-11%,-4%
CCC(C(=O)NCCc1c[nH]c2cc(OC)ccc12)c1ccccc1 (centres undefined),-6%,7%,16%,4%,-17%,-3%,-5,0%,-12%
